Assay outcomes (PubChem)
AddAB inh: less growth of phage-infected E. coli with AddAB | E. coli expressing H. pylori AddAB, absorbance growth | inhibition, % at 11.9 µM | actives 0.29% (n = 330,000); in the data active = inhibition above about 12%;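 note: 0% = vehicle wells of infected cells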
Tat export inh: inhibitors of E. coli Tat protein transport | actives 0.036% (n = 340,000) | inhibition, % at 10 µM | E. coli MC4100 TorA-mCherry Tat export, fluorescence;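 active = mean replicate inhibition at least 50% and at least half of replicates individually reaching 50%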;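 note: exported cargo escapes ClpAP degradation while cytoplasmic cargo is degraded and loses fluorescence; 0% = median of neutral control wells and 100% = median of NaSCN control wells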
Wnt bcat act: activators of Wnt/beta-catenin signaling; Wnt/beta-catenin reporter cell assay, activator, plate reader; activation, % at 9.35 µM; actives 1.2% (n = 300,000); in the data active = activation above about 30%, passing the limit was not always enough;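 note: 0% = neutral control wells and 100% = positive control wells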
phage Ecoli inh: E. coli growth loss with phage present; AID 651602; inhibition, % at 11.9 µM; growth absorbance; actives 0.26% (n = 360,000); in the data active = inhibition above about 11%
CAL PDZ FP-1: CAL PDZ (human) peptide binding inhibition; Q9HD26; purified CAL PDZ, TMR-peptide fluorescence polarization, 1 h; inhibition, % at 24.9 µM; actives 0.92% (n = 300,000); AID 602252;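 active = mean inhibition of at least 30% with at least half of replicates also reaching 30%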;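 note: 0% = DMSO neutral control and 100% = excess unlabeled competitor peptide PRC23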
SR-BI DiI inh: blocks mouse SR-BI lipid uptake from DiI-HDL; Q61009; ldlA[mSR-BI] CHO cells, DiI-HDL uptake fluorescence, 3 h; inhibition, % at 12.5 µM; actives 0.96% (n = 320,000);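 active = mean replicate inhibition of at least 70% and a set share of replicates each scoring 70 or more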;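 note: 0% = median of neutral control wells and 100% = median of positive control wells; values of inactives mirror those of a sister screen read the other way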
Target sequence (Q61009 whole entry, looked up): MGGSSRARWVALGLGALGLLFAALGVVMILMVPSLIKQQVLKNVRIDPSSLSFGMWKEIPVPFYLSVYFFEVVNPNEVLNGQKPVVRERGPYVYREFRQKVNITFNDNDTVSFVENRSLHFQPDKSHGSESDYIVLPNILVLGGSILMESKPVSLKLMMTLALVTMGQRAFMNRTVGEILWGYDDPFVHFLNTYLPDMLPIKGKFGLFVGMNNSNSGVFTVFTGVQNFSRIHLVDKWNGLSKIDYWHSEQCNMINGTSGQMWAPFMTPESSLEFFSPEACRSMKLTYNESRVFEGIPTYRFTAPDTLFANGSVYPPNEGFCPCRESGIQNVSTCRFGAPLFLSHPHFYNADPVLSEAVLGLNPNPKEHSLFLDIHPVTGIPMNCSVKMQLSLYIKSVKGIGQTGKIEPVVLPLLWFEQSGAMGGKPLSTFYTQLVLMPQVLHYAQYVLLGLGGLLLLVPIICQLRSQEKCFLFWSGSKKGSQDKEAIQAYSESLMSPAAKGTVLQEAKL
Ecoli viability: bacterial growth inhibition, counter-screen for AddAB inhibitors. actives 0.27% (n = 330,000). AID 449728. inhibition, % at 11.9 µM. E. coli V3065 growth, OD600 absorbance, 18 h;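 active = inhibition above the campaign's mean inhibition across all tested compounds plus 3 SD, cut at about 9.9% in these data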;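 note: uninfected addAB+ strain grown without phage in ampicillin broth; 0% = DMSO wells and 100% = ciprofloxacin 0.95 µg/ml wells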
CAL PDZ FP-2: blocks peptide binding to human CAL PDZ domain; purified CAL PDZ, TMR-peptide fluorescence polarization, 1 h; inhibition, % at 20 µM; actives 0.02% (n = 330,000); AID 504414;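 active = highest replicate inhibition of at least 40%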;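 note: plate controls were DMSO neutral control wells for no effect and unlabeled competitor peptide control wells for full effect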
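Test system: tagged CAL PDZ domain / Buffer or medium: sodium phosphate/NaCl buffer pH 7.4 with TCEP, IgG, Thesit / Reagent: TMR-labelled reporter peptide T*-PRC34 bound in PDZ groove / Compound dosing: single point, 20 µM / Schedule: 1 h incubation at room temperature before polarization reading / Technique: fluorescence polarization (mP) / Benchmarks: unlabelled peptide, DMSO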
SR-BI uptake up: activators of SR-BI mediated HDL lipid uptake; CHO ldlA[mSR-BI] cells, DiI-HDL uptake fluorescence, 3 h; 100 = double the neutral-control signal; activation, % at 12.5 µM; actives 0.096% (n = 320,000);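 active = mean replicate activation of at least 60% and every replicate at or above 60%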;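 note: 0% = median plate neutral-control signal and 100% = twice that signal; values of inactives mirror those of a sister screen read the other way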
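system = CHO ldlA[mSR-BI] cells, LDL receptor-null, SR-BI overexpressing | medium = Ham's F12 with 0.5% BSA, HEPES 25 mM, pH 7.4 | probe or stimulus = DiI-HDL 10 µg/mL | compound dosing = single-point compound dose | incubation = compound exposure 3 h, 37 °C | technique = DiI fluorescence, bottom read | read-out = cell-associated DiI fluorescence as measure of HDL uptake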
MITF TRPM1 HTS: increases MITF-driven TRPM1 promoter luciferase signal | SK-MEL-5 TRPM1-promoter luciferase, 24 h; % of positive control, neutral wells = 0 | activation, % at 12.5 µM | actives 0.75% (n = 300,000) | AID 588334;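 active = mean activation of at least 80% with every replicate also reaching 80%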;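 note: 0% = neutral control wells and 100% = parthenolide positive control wells; values of inactives mirror those of a sister screen read the other way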
An asterisk follows results filed as active. Not a hit list. About 3.6% of those tested had a hit in this group.

How did O=C(c1cccc(S(=O)(=O)Nc2ccc(Br)cc2)c1)N1CCCC1 do in these assays?
AddAB inh: 1.5; Tat export inh: -2; Wnt bcat act: -3; phage Ecoli inh: 1.4; CAL PDZ FP-1: -7; SR-BI DiI inh: -10; Ecoli viability: 0.8; CAL PDZ FP-2: -2.3; SR-BI uptake up: 10; MITF TRPM1 HTS: -9

Results for Cc1ccccc1Sc1ncnc2onc(C)c12 ?
AddAB inh: 1.6; Tat export inh: -3; Wnt bcat act: -1; phage Ecoli inh: 2.8; CAL PDZ FP-1: 6; SR-BI DiI inh: -23; Ecoli viability: -1.8; CAL PDZ FP-2: -1.7; SR-BI uptake up: 23

Results for Cc1ccc(S(=O)(=O)N2CCN(C(=O)CC(C)n3cncn3)CC2)cc1C (centres undefined) ?
AddAB inh: 3.6; Tat export inh: 1; Wnt bcat act: -1; phage Ecoli inh: 0.5; CAL PDZ FP-1: -2; SR-BI DiI inh: 6; Ecoli viability: -2.7; CAL PDZ FP-2: -4.4; SR-BI uptake up: -6; MITF TRPM1 HTS: 7

What do the screens show for `CCc1ccc(CN2C(=O)CCC2(C)C(=O)NC2CCCC2)cc1` (centres undefined)?
AddAB inh: 1.2; Tat export inh: -4; Wnt bcat act: -5; phage Ecoli inh: 3.0; CAL PDZ FP-1: -2; SR-BI DiI inh: -9; Ecoli viability: 0.6; CAL PDZ FP-2: -0.1; SR-BI uptake up: 9; MITF TRPM1 HTS: -2

How did O=C(NNc1nc2ccccc2s1)Nc1ccc(Cl)c(Cl)c1 do in these assays?
AddAB inh: 0.8; Tat export inh: 1; Wnt bcat act: -5; phage Ecoli inh: 1.4; CAL PDZ FP-1: 4; Ecoli viability: 2.3; CAL PDZ FP-2: 0.1; MITF TRPM1 HTS: -5

What do the screens show for `O=C(NC(=S)Nc1ccc2nc[nH]c2c1)c1ccccc1`?
AddAB inh: 0.8; Tat export inh: 3; Wnt bcat act: 17; phage Ecoli inh: 2.3; CAL PDZ FP-1: 2; SR-BI DiI inh: 9; Ecoli viability: -1.4; CAL PDZ FP-2: -1.5; SR-BI uptake up: -9; MITF TRPM1 HTS: 102*

How did CCOC(=O)c1nnn(-c2nonc2N)c1CNC(C)C do in these assays?
AddAB inh: 3.8; Tat export inh: 1; phage Ecoli inh: 1.1; CAL PDZ FP-1: -5; SR-BI DiI inh: 8; Ecoli viability: 1.3; CAL PDZ FP-2: -0.7; SR-BI uptake up: -8; MITF TRPM1 HTS: -15

How did Cc1ccc(S(=O)(=O)NCC(=O)N(CC2CCCO2)C(C(=O)NC2CCCC2)C(C)C)cc1 (centres undefined) do in these assays?
AddAB inh: 1.8; Tat export inh: 2; Wnt bcat act: -3; phage Ecoli inh: 2.3; CAL PDZ FP-1: -1; SR-BI DiI inh: 37; Ecoli viability: -2.1; CAL PDZ FP-2: -2.2; SR-BI uptake up: -37; MITF TRPM1 HTS: -12

How did COc1ccc([N+](=O)[O-])cc1C1NN=C(c2ccccc2O)S1 (centres undefined) do in these assays?
AddAB inh: -0.1; Tat export inh: -3; Wnt bcat act: 9; phage Ecoli inh: 3.8; CAL PDZ FP-1: -2; SR-BI DiI inh: 31; Ecoli viability: -2.2; CAL PDZ FP-2: -0.9; SR-BI uptake up: -31

Results for COc1ccc(NC(=O)CCC(=O)OCc2ccc(Br)cc2)cc1 ?
AddAB inh: 2.9; Tat export inh: 1; phage Ecoli inh: 5.5; CAL PDZ FP-1: -1; SR-BI DiI inh: -5; Ecoli viability: 0.8; CAL PDZ FP-2: 0.2; SR-BI uptake up: 5; MITF TRPM1 HTS: -1

How did Cc1c(NC(=O)CSc2nncc3ccccc23)c(=O)n(-c2ccccc2)n1C do in these assays?
AddAB inh: -0.6; Tat export inh: -5; Wnt bcat act: 1; phage Ecoli inh: 0.9; CAL PDZ FP-1: 18; SR-BI DiI inh: -2; Ecoli viability: 0.4; CAL PDZ FP-2: -3.1; SR-BI uptake up: 2; MITF TRPM1 HTS: -11

How did O=C1CCCc2oc3ccc(O)cc3c21 do in these assays?
AddAB inh: -0.6; Tat export inh: 2; phage Ecoli inh: 1.3; CAL PDZ FP-1: -1; SR-BI DiI inh: 19; Ecoli viability: 0.7; CAL PDZ FP-2: -1.2; SR-BI uptake up: -19; MITF TRPM1 HTS: 13

How did C#CCOCCOCCOCCNc1nc(N2CCN(C(=O)[C@H](CCC(=O)O)n3cc(CN)nn3)CC2)nc(N2CCN(C(=O)[C@H](CCC(=O)O)n3cc(CN)nn3)CC2)n1 do in these assays?
AddAB inh: 1.7; Tat export inh: 1; Wnt bcat act: 1; phage Ecoli inh: 1.0; CAL PDZ FP-1: -6; SR-BI DiI inh: 22; Ecoli viability: 1.4; CAL PDZ FP-2: 0.6; SR-BI uptake up: -22; MITF TRPM1 HTS: 2

Results for O=C(c1ccc(C(F)(F)F)cc1)C1CCCN(Cc2cccn2-c2ncccn2)C1 (centres undefined) ?
AddAB inh: -0.2; Tat export inh: 4; Wnt bcat act: -1; phage Ecoli inh: 0.9; CAL PDZ FP-1: -3; SR-BI DiI inh: -13; Ecoli viability: 1.1; CAL PDZ FP-2: -1.5; SR-BI uptake up: 13; MITF TRPM1 HTS: 6

How did CCOc1cc(NC(=O)C2CC2)c(OCC)cc1NC(=O)c1cc(OC)c(OC)c(OC)c1 do in these assays?
AddAB inh: 2.5; Tat export inh: -2; Wnt bcat act: -1; phage Ecoli inh: 2.5; CAL PDZ FP-1: 0; SR-BI DiI inh: 23; Ecoli viability: -0.3; CAL PDZ FP-2: -1.1; SR-BI uptake up: -23; MITF TRPM1 HTS: -3

What do the screens show for `O/N=C1\CC/C(=N\O)c2nn(-c3ccccc3Cl)nc21`?
AddAB inh: 2.3; Tat export inh: -1; phage Ecoli inh: 2.2; CAL PDZ FP-1: -5; SR-BI DiI inh: 2; Ecoli viability: -0.5; CAL PDZ FP-2: -2.3; SR-BI uptake up: -2; MITF TRPM1 HTS: -5

Results for O=C(Cc1ccccc1)Nc1ccc(NC(=O)c2cccs2)c(Cl)c1 ?
AddAB inh: 2.0; Tat export inh: -1; Wnt bcat act: 2; phage Ecoli inh: 1.3; CAL PDZ FP-1: -4; SR-BI DiI inh: 16; Ecoli viability: 0.9; CAL PDZ FP-2: -0.5; SR-BI uptake up: -16; MITF TRPM1 HTS: 13

What do the screens show for `CCCCCCC(=O)Oc1cccc(N2C(=O)C3CCCCC3C2=O)c1` (centres undefined)?
AddAB inh: 1.2; Tat export inh: -23; Wnt bcat act: 3; phage Ecoli inh: 0.8; CAL PDZ FP-1: 79*; SR-BI DiI inh: -17; Ecoli viability: 2.6; CAL PDZ FP-2: -0.3; SR-BI uptake up: 17; MITF TRPM1 HTS: 5

How did CCCCn1c(=O)[nH]c(=O)c2c(C(=O)OCC)cc(-c3cccs3)nc21 do in these assays?
AddAB inh: -1.6; Tat export inh: -2; Wnt bcat act: -7; phage Ecoli inh: 3.2; CAL PDZ FP-1: 5; SR-BI DiI inh: 7; Ecoli viability: -1.3; CAL PDZ FP-2: -4.7; SR-BI uptake up: -7; MITF TRPM1 HTS: 14

How did CCOc1cccc(-c2nnc(SCC(=O)Nc3cc(OC)cc(OC)c3)n2N)c1 do in these assays?
AddAB inh: 1.0; Tat export inh: 1; Wnt bcat act: -3; phage Ecoli inh: -0.2; CAL PDZ FP-1: -3; SR-BI DiI inh: 3; Ecoli viability: 0.2; CAL PDZ FP-2: -4.3; SR-BI uptake up: -3; MITF TRPM1 HTS: -12

What do the screens show for `Cc1ccc(C(=O)C[n+]2ccccc2C)cc1[N+](=O)[O-]`?
AddAB inh: -0.3; Tat export inh: 6; Wnt bcat act: -1; phage Ecoli inh: 1.1; CAL PDZ FP-1: -2; SR-BI DiI inh: -1; Ecoli viability: -1.2; CAL PDZ FP-2: -0.8; SR-BI uptake up: 1

Results for O=[N+]([O-])c1ccc2nc(NCCCO)nc(-c3ccccc3)c2c1 ?
AddAB inh: 1.8; Tat export inh: 2; Wnt bcat act: -2; phage Ecoli inh: -0.6; CAL PDZ FP-1: -4; SR-BI DiI inh: 23; Ecoli viability: -1.0; CAL PDZ FP-2: -3.0; SR-BI uptake up: -23; MITF TRPM1 HTS: 9

Results for COc1cc(CN2CC(=O)N(c3ccccc3Cl)C2=S)cc(OC)c1OC ?
AddAB inh: 0.6; Tat export inh: 0; Wnt bcat act: 0; phage Ecoli inh: -0.4; CAL PDZ FP-1: -6; SR-BI DiI inh: 6; Ecoli viability: -2.7; CAL PDZ FP-2: 1.1; SR-BI uptake up: -6; MITF TRPM1 HTS: -5

Results for N#C/C(=C/c1ccc(C(=O)O)cc1)C(=O)Nc1ccccc1 ?
AddAB inh: 4.3; Tat export inh: 5; phage Ecoli inh: 4.2; CAL PDZ FP-1: -5; SR-BI DiI inh: -8; Ecoli viability: -0.1; CAL PDZ FP-2: -2.6; SR-BI uptake up: 8; MITF TRPM1 HTS: 8

Results for CN(C)C(=O)C1CC(=O)OC12CCCCC2 (centres undefined) ?
AddAB inh: -0.3; Tat export inh: 6; Wnt bcat act: -1; phage Ecoli inh: -0.1; CAL PDZ FP-1: -3; SR-BI DiI inh: 0; Ecoli viability: -0.5; CAL PDZ FP-2: 0.5; SR-BI uptake up: 0; MITF TRPM1 HTS: 5

What do the screens show for `COc1ccccc1C(=O)N1CCN(C(=O)Cc2ccccc2)CC1`?
AddAB inh: 2.4; Tat export inh: -3; Wnt bcat act: 0; phage Ecoli inh: 2.0; CAL PDZ FP-1: -3; SR-BI DiI inh: 1; Ecoli viability: 0.4; CAL PDZ FP-2: -3.7; SR-BI uptake up: -1; MITF TRPM1 HTS: -14

Results for O=C(NCCOc1ccccc1)C1CCC(=O)N(CCN2CCOCC2)C1 (centres undefined) ?
AddAB inh: 2.5; Tat export inh: 0; Wnt bcat act: -3; phage Ecoli inh: 1.4; CAL PDZ FP-1: -4; SR-BI DiI inh: -7; Ecoli viability: 2.5; CAL PDZ FP-2: -1.7; SR-BI uptake up: 7; MITF TRPM1 HTS: -2

What do the screens show for `O=C1CC(c2ccccc2)CC(=O)C1=CN1CCCC1` (centres undefined)?
AddAB inh: 6.3; Tat export inh: 1; Wnt bcat act: 2; phage Ecoli inh: -0.9; SR-BI DiI inh: -18; Ecoli viability: 3.9; CAL PDZ FP-2: -3.1; SR-BI uptake up: 18

Results for Cc1ccccc1NC(=O)N(C(C)C)C(C)C ?
AddAB inh: 6.2; Tat export inh: -4; phage Ecoli inh: 1.3; CAL PDZ FP-1: -5; SR-BI DiI inh: -16; Ecoli viability: 2.5; SR-BI uptake up: 16; MITF TRPM1 HTS: 7
